NPSR antagonist – qHTS Assay for Antagonists of the Neuropeptide S Receptor: cAMP Signal Transduction | Q6W5P4 | Potency, µM (doses to about 38.3 µM), without a hit: top-dose activity change, negative = inhibition, most hits filed as inhibitors | actives 1% (n = 220,000) | AID 1461, 2008 | CHO-NPSR cells, cAMP TR-FRET, antagonist mode; further: on the % scale 0 is the no-effect control and ±100 the full control effect; nearly all actives have a fitted effect of over 50% in size; many of its hits are not listed in these tables
Target sequence (Q6W5P4 whole entry, looked up): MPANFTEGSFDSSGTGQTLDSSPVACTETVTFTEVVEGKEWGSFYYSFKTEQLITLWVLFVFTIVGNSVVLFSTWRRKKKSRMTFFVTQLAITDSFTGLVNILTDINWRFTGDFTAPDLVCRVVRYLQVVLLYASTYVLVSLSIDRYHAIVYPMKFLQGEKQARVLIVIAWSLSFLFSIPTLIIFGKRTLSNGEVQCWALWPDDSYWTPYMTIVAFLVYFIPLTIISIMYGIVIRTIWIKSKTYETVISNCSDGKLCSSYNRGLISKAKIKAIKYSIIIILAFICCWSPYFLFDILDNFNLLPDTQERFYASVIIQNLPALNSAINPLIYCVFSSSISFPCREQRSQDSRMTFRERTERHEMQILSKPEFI
KDM4E inh – qHTS Assay for Inhibitors of Human Jumonji Domain Containing 2E (JMJD2E) | actives 1.6% (n = 230,000) | AID 2147, 2009 | Lysine-specific demethylase 4E (Homo sapiens), B2RXH2 | JMJD2E catalytic domain, FDH-coupled NADH fluorescence (FDH is formaldehyde dehydrogenase) | Potency, µM (doses to about 57.1 µM), without a hit: at the top dose activity change, negative = inhibition, most hits filed as inhibitors; active means well fitted inhibition curve with a large enough effect, not every such curve was filed as active; inconclusive means small, poorly fitted or top-dose-only effect, or another doubt; inactive means no such curve, though single readings can be large or run the other way;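 further: 0% = wells with enzyme and -100% = buffer wells without enzyme; nearly all actives have a fitted effect of over 50% in size; many of its hits are not listed in these tables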
Target sequence (B2RXH2 1-337 limits assumed): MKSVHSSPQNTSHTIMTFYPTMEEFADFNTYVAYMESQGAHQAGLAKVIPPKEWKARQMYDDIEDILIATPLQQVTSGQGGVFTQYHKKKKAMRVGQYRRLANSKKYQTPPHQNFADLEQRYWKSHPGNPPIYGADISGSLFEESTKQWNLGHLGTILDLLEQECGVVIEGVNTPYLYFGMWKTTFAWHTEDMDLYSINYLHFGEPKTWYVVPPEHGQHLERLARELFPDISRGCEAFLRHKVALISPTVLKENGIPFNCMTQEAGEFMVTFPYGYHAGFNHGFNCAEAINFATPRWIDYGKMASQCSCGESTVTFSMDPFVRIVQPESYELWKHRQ
Epigenetic reg – Quantitative High-Throughput Screen for Regulators of Epigenetic Control. murine LDR cells, GFP reporter derepression, 30 h. Potency, µM (doses to about 53.9 µM), inactives show at the highest dose GFP activation, most hits filed as activators. actives 0.2% (n = 280,000); further: % of control where 0% means no effect; nearly all actives have a fitted effect of over 60% in size
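Murine LDR cells bearing a silenced CMV-driven GFP reporter were exposed to compound for 30 h at 37 C. After PBS washes, GFP-positive cells (20-120 um objects) counted by laser-scanning microplate cytometry.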
RGS12 GoLoco inh – qHTS Assay for Inhibitors of RGS12 GoLoco Motif Activity (Red Fluorophore); Guanine nucleotide-binding protein G(i) subunit alpha-1 (Homo sapiens), P63096; Gai1:RGS12 GoLoco peptide FP, rhodamine, 10 min; Potency, µM (titrated, usually from 61.6 µM), for inactives: top-dose activity, negative = inhibition, actives largely listed as inhibitors; actives 0.44% (n = 230,000); AID 880, 2007; active means well fitted inhibition curve with a large enough effect, not every such curve was filed as active; inactive means no such curve, though single readings can be large or run the other way; further: on the % scale 0 is the no-effect control and ±100 the full control effect; nearly all actives have a fitted effect of over 30% in size; many of its hits are not listed in these tables
RECQ1 inh – qHTS Assay for Inhibitors of RecQ-Like Dna Helicase 1 (RECQ1) | actives 0.54% (n = 240,000) | Potency, µM (top dose mostly 57.3 µM), inactives show at the top dose activity, negative = inhibition, most hits filed as inhibitors | ATP-dependent DNA helicase Q1 (Homo sapiens), P46063 | RECQ1 DNA unwinding, red fluorescence kinetic read | AID 2549, 2010;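 further: plate controls were vehicle for no effect and no enzyme for full effect; nearly all actives have a fitted effect of over 30% in size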
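RECQ1T1 50 nM; forked duplex (20 bp + 30-nt ss tails) 200 nM, ATP 2 mM final; pH 8.0, 2 mM MgCl2, 2.5 ug/ml poly(dI-dC); 15 min compound preincubation; discontinuous kinetic read over 2 h at RT.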
KinaseGlo FLuc – Counterscreen for Luciferase (Kinase-Glo TM) Inhibition; actives 0.28% (n = 200,000); Potency, µM (titrated, usually from 38.3 µM), for the others: top-dose activity change, negative = inhibition, most hits filed as inhibitors; Luciferin 4-monooxygenase (Photuris pensylvanica), Q27757; AID 1379, 2008; Kinase-Glo luciferase, ATP luminescence, 8 min; further: on the % scale 0 is the no-effect control and ±100 the full control effect; nearly all actives have a fitted effect of over 60% in size
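Substrate mix (final 50 mM imidazole pH 7.2, 50 mM KCl, 7 mM MgCl2, 10 uM ATP, 0.01% Tween 20, 0.05% BSA) plus pin-tool compound, then Kinase-Glo detection mix; 8 min ambient, luminescence read.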
SMN2 splice up – qHTS Assay for Enhancers of SMN2 Splice Variant Expression; HEK293 SMN2-luciferase splicing reporter, luminescence, 30-36 h; Potency, µM (titrated, usually from 46.1 µM), without a hit: at the highest dose activity change, positive = activation, hits mostly activators; actives 2.8% (n = 210,000); further: % of control where 0% means no effect; nearly all actives have a fitted effect of over 55% in size
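HEK293 cells carry an SMN2 […]–luciferase reporter in which exon 7 inclusion puts luciferase in frame. Cells were plated 10-12 h before compound addition, then incubated 30-36 h at 37C. ONE-Glo luminescence was read; sodium butyrate at 4.5 mM final served as control.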
IMPase Li inh – qHTS Assay for Identifying the Cell-Membrane Permeable IMPase Inhibitors: Potentiation with Lithium; CHO-M1 cells, IP1 TR-FRET (IP-One), carbachol + lithium; actives 0.35% (n = 210,000); Potency, µM (series often up to 59.4 µM), without a hit: at the highest dose activity, negative = IMPase inhibition, usual class: inhibitors;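 further: IP1 builds up when IMPase is blocked and the TR-FRET signal falls; plate controls were basal vehicle for no effect and high inhibitor control for full effect; nearly all actives have a fitted effect of over 50% in size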
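IP1 accumulation measured by competitive TR-FRET in lysed CHO-M1 cells after 30 min compound exposure at 37C, with a small lithium addition to potentiate weak responses. Hill-equation AC50 from ratio and donor-channel data.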
Active calls of the source: *; i = inactive; ? = inconclusive; · = no result given; & = joins results of further samples; [ ] = remark or other dose. Unless noted, the call rests on the fitted dose curve; in most records, active means well fitted curve in the direction sought with a large enough effect; inconclusive means small, poorly fitted or top-dose-only effect, or another doubt; inactive means no such curve, though single readings can be large; an effect the other way counts as inactive or inconclusive. Potency means the concentration at half of the fitted maximal effect.

1) Cn1c(NC(=O)c2ccccc2F)c(-c2cccs2)c(=O)c2ccccc21
2) Cc1ccc2nc(C(F)(F)F)c(C#N)c(N)c2c1
3) CC1CC(C)CN(C/C=C/c2ccccc2[N+](=O)[O-])C1 (stereo unspecified)
4) Cc1ccc(S(=O)(=O)N2CCC(C(=O)N[C@@H](C)C(=O)NC3CCS(=O)(=O)C3)CC2)cc1 (stereo partly specified)
5) CCCn1nnc(NC(=O)c2ccc([N+](=O)[O-])cc2Cl)n1
6) CN(c1ccccc1)S(=O)(=O)c1cccc(C(=O)Nc2ncn[nH]2)c1
Screen / compound no.	1	2	3	4	5	6
IMPase Li inh	·	9.6%[38.3 µM]	4.3%[38.3 µM]	-1.8%	5.7%	·
KDM4E inh	-2.8%	-21.5%	-0.7%	-22.1%	4.7%	0.4%
RECQ1 inh	-4.9%	-0.5%	-15.0%	1.8%	-1.0%	i
NPSR antagonist	-2.5%	5.7%[46.1 µM]	-2.4%[46.1 µM]	10.3%	-1.0%	-0.8%
KinaseGlo FLuc	·	1.5%	-1.1%	3.1%	-0.4%	·
RGS12 GoLoco inh	4.6%	9.5%	1.2%	-9.8%	5.5%	-1.1%
SMN2 splice up	·	14.1µM*	4.2%	-3.8%	·	·
Epigenetic reg	-1.0%	-1.2%	-1.2%	5.4%	-0.6%	0.1%

7) Cc1ccc(NC(=O)COc2ncnc3ccccc23)cc1S(=O)(=O)N1CCOCC1
8) Cc1cc2nc(CCN(Cc3cccnc3)C(=S)Nc3ccccc3)[nH]c2cc1C
9) CCCOc1cccc(-c2nc3ccccc3c(=O)o2)c1
10) COCCNC(=O)COC(=O)c1ccc(S(=O)(=O)N2CCOCC2)cc1
11) COc1ccc(N=C2C(=Nc3ccc(OC)cc3)N(c3ccc(OC)cc3)C(=S)N2c2ccccc2)cc1
12) Cc1ccc2oc(-c3cc(NC(=O)c4ncn[nH]4)ccc3O)nc2c1
Screen / compound no.	7	8	9	10	11	12
IMPase Li inh	-7.0%	?	9.5%	-2.4%	15.3%[38.3 µM]	?
KDM4E inh	24.1%	14.2%	-25.3%	5.8%	-11.5%	-1.4%
RECQ1 inh	i	-1.9%	26.6%	-7.1%	i	-0.3%
NPSR antagonist	11.8%	-27.3%[46.1 µM]	44.4%	11.3%	-3.1%[46.1 µM]	7.6%
KinaseGlo FLuc	-4.5%	2.9%	-0.7%	·	14.0%	·
RGS12 GoLoco inh	-4.2%	14.9%	12.4%	-7.8%	8.4%	32.2%[activator]
SMN2 splice up	0.8%	18.8%	·	·	-3.3%	·
Epigenetic reg	-1.0%	0.3%	0.0%	2.5%	-6.8%	0.0%

Shown with values under each structure: 8 of the compounds above.
Each structure is followed by: IMPase Li inh, KDM4E inh, RECQ1 inh, NPSR antagonist, KinaseGlo FLuc, RGS12 GoLoco inh, SMN2 splice up, Epigenetic reg
#5 CCCn1nnc(NC(=O)c2ccc([N+](=O)[O-])cc2Cl)n1
 : 5.7%, 4.7%, -1.0%, -1.0%, -0.4%, 5.5%, ·, -0.6%
#6 CN(c1ccccc1)S(=O)(=O)c1cccc(C(=O)Nc2ncn[nH]2)c1
 : ·, 0.4%, i, -0.8%, ·, -1.1%, ·, 0.1%
#7 Cc1ccc(NC(=O)COc2ncnc3ccccc23)cc1S(=O)(=O)N1CCOCC1
 : -7.0%, 24.1%, i, 11.8%, -4.5%, -4.2%, 0.8%, -1.0%
#8 Cc1cc2nc(CCN(Cc3cccnc3)C(=S)Nc3ccccc3)[nH]c2cc1C
 : ?, 14.2%, -1.9%, -27.3%[46.1 µM], 2.9%, 14.9%, 18.8%, 0.3%
#9 CCCOc1cccc(-c2nc3ccccc3c(=O)o2)c1
 : 9.5%, -25.3%, 26.6%, 44.4%, -0.7%, 12.4%, ·, 0.0%
#10 COCCNC(=O)COC(=O)c1ccc(S(=O)(=O)N2CCOCC2)cc1
 : -2.4%, 5.8%, -7.1%, 11.3%, ·, -7.8%, ·, 2.5%
#11 COc1ccc(N=C2C(=Nc3ccc(OC)cc3)N(c3ccc(OC)cc3)C(=S)N2c2ccccc2)cc1
 : 15.3%[38.3 µM], -11.5%, i, -3.1%[46.1 µM], 14.0%, 8.4%, -3.3%, -6.8%
#12 Cc1ccc2oc(-c3cc(NC(=O)c4ncn[nH]4)ccc3O)nc2c1
 : ?, -1.4%, -0.3%, 7.6%, ·, 32.2%[activator], ·, 0.0%

Following part.
13) Cc1cc(C)nc(-n2ncc3c2CC(c2ccc(F)cc2)CC3=O)n1 (stereo unspecified)
14) CCc1ccc(C(=O)COC(=O)c2cnc(C)cn2)cc1
15) CC1(C)CC(=O)C(C=NCCN2CCN(CCc3ccccc3)CC2)=C(O)C1
16) Cc1ccc(C(=O)NC2=NCCS2)cc1
17) CSc1ncccc1C(=O)Nc1ccc(OC(F)(F)F)cc1
18) Clc1ccc(-c2nnc(CCc3ccccc3)o2)c(Cl)c1
Screen / compound no.	13	14	15	16	17	18
IMPase Li inh	3.8%	7.8%	18.8%	·	16.1%	4.7%[38.3 µM]
KDM4E inh	3.0%	2.7%	2.9%	1.0%	1.4%	-0.7%
RECQ1 inh	1.0%	-5.9%	-0.1%	i	-4.3%	-2.4%
NPSR antagonist	4.7%	4.4%	22.3%[46.1 µM]	12.1%	-21.3%	-19.3%[46.1 µM]
KinaseGlo FLuc	1.2%	-1.1%	1.1%	·	-0.9%	-1.5%
RGS12 GoLoco inh	7.5%	-9.7%	0.4%	2.9%	6.6%	13.5%
SMN2 splice up	2.1%	4.7%	11.9%	·	-4.7%	12.6µM*
Epigenetic reg	-1.3%	-1.3%	2.4%	-1.1%	-2.9%	-0.3%

19) CCCCCN=C(N)N/N=C/c1c[nH]c2ccc(OC)cc12
20) Cn1c2c(c(=O)n(C)c1=O)C(c1cccc(F)c1)C(C#N)=C(N)O2 (stereo unspecified)
21) O=C(/C=N/O)NCc1ccncc1
22) COc1ccc2c(c1)c(CC(=O)O)c(C)n2Cc1ccc(F)cc1
23) Cc1c(C)c2cc3c4c(oc3c(C)c2oc1=O)CCCC4
24) Cc1[nH]c(=O)c(C#N)c2c1CCCC2
25) N#CC1=C(SCC(=O)c2ccccc2)NC2=C(C(=O)CCC2)C1c1ccco1 (stereo unspecified)
26) O=C(c1ccc(Cl)c(Cl)c1)N(Cc1ccco1)c1ccc(O)cc1
27) CCS(=O)(=O)c1ccc(O)c(NC(=O)COc2ccccc2)c1
Screen / compound no.	19	20	21	22	23	24	25	26	27
IMPase Li inh	2.9%&3.8%	·	7.2%[38.3 µM]	-6.7%	·	-0.3%	1.9%[38.3 µM]	16.9%[38.3 µM]	-0.9%[38.3 µM]
KDM4E inh	-4.1%&-0.1%	17.9%	3.8%	?	-2.1%	?	?	-3.8%	9.7%
RECQ1 inh	14.2%	i	-6.3%	-2.7%	i	0.4%	-5.0%	i	-8.6%
NPSR antagonist	·	0.4%	-5.7%[46.1 µM]	?	-0.4%[46.1 µM]	9.0%[46.1 µM]	-39.9%[46.1 µM]	-12.8%[46.1 µM]	6.1%[46.1 µM]
KinaseGlo FLuc	-0.2%&-10.0%	·	1.3%	1.6%	·	1.7%	-1.8%	1.4%	-0.2%
RGS12 GoLoco inh	2.0%&8.2%	16.6%	3.6%	6.5%	·	-10.3%	68.0%[activator]	0.2%	2.9%
SMN2 splice up	9.4%&0.2%	·	-6.4%	-0.6%	·	3.9%	?	-19.8%	-6.6%
Epigenetic reg	0.0%&0.0%	1.1%	0.0%	1.1%	-1.0%	0.0%	2.5%	-1.0%	-0.9%

2 entries from above, reformatted:
Results follow in this order: IMPase Li inh | KDM4E inh | RECQ1 inh | NPSR antagonist | KinaseGlo FLuc | RGS12 GoLoco inh | SMN2 splice up | Epigenetic reg
(10) COCCNC(=O)COC(=O)c1ccc(S(=O)(=O)N2CCOCC2)cc1
    -2.4% | 5.8% | -7.1% | 11.3% | · | -7.8% | · | 2.5%
(11) COc1ccc(N=C2C(=Nc3ccc(OC)cc3)N(c3ccc(OC)cc3)C(=S)N2c2ccccc2)cc1
    15.3%[38.3 µM] | -11.5% | i | -3.1%[46.1 µM] | 14.0% | 8.4% | -3.3% | -6.8%

Not all compounds are listed; rates above refer to the full screens.
